S-ASM inh: blocks human secretory acid sphingomyelinase; P17405; AID 504937; Potency, µM (titrated, usually from 57.5 µM), inactives show at the top dose activity change, negative = inhibition, hits mostly inhibitors; placental ASM, HMU-PC fluorogenic substrate, 60 min; 340,000 compounds, 0.006% hits; note: potency is the fitted concentration of half-maximal effect
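qHTS format. ASM enzyme prepared from human placenta hydrolyses the fluorogenic substrate HMU-PC0 (9 uM final) over 60 min at 37 °C after a 10 min compound preincubation.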
TSHR antagonist: antagonists of human thyroid stimulating hormone receptor; TSHR-expressing cells, TSH-stimulated cAMP HTRF, 2 h; hits give low values; P16473; 330,000 compounds, 0.2% hits; activity change, negative = inhibition, % at 11.5 µM; AID 504810;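 active = activity change below a set negative limit, meaning inhibition stronger than a set level, cut at about -70% in these data; inconclusive = activity change between two set negative limits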; note: % is set by controls: 0 for no effect and ±100 for the full control effect
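Competitive HTRF cAMP read-out (cryptate anti-cAMP antibody, cAMP-d2; 30 min, room temperature) in freshly harvested TSHR cells. Compounds added before TSH at EC80 (4nM final), followed by 2 hours' incubation at 37 deg C.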
GALK inh: inhibitors of human galactokinase; Purified GALK, Kinase-Glo residual ATP luminescence; AID 1868; Potency, µM (highest dose often 57.5 µM), for the others: at the top dose activity change, negative = inhibition, actives largely listed as inhibitors; 270,000 compounds, 0.007% hits; P51570; note: potency is the fitted concentration of half-maximal effect; % is set by controls: 0 for no effect and ±100 for the full control effect
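Galactose (100 uM) and ATP (35 uM) were turned over by 5 nM GALK for 1 h at RT. Kinase-Glo Plus then converted the remaining ATP into a luminescent signal.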
Chronic BCR inh: chronic active BCR signaling inhibition; ABC-DLBCL IkBa-CBG/CBR reporter, luminescence ratio, 4 h; AID 493014; Potency, µM (titrated, usually from 46.1 µM), inactives show at the highest dose ratio change, negative = lower green/red ratio, usual class: inhibitors; 340,000 compounds, 0.05% hits; active = well fitted inhibition curve with a large enough effect in the signal ratio, with a control signal flat, not every such curve was filed as active; inconclusive = small, poorly fitted or top-dose-only effect, or effect the other way, or a change in a side signal; the % refers to the signal ratio;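 note: potency is the fitted concentration of half-maximal effect; plate controls were basal doxycycline-induced cells for no effect and cells given 10 µM MG132 for full effect; MG132 reads +100%, hits lower the ratio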
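Doxycycline induced both beetle luciferases in TMD8 lymphoma cells; IKK-driven degradation limits the IkappaBalpha-fused green signal, while red luminescence normalises for cell number and nonspecific effects. Compounds tested up to 46 uM, 4 hrs.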
Menin MLL FP TR: inhibitors of human menin-MLL interaction, mutant MLL peptide. O00255. AID 1768. Potency, µM (doses to about 61.6 µM), for the others: at the top dose FP activity change, negative = inhibition, actives largely listed as inhibitors. Menin + Texas Red MLL mutant peptide, fluorescence polarization. 270,000 compounds, 0.23% hits; active = well fitted inhibition curve with a large enough effect in the polarisation, with a control signal flat, not every such curve was filed as active; inconclusive = small, poorly fitted or top-dose-only effect, or effect the other way, or a change in a side signal; inactive = no such curve, though single readings can be large or run the other way; the % refers to the polarisation; note: potency is the fitted concentration of half-maximal effect; % of control where 0% means no effect; many of its hits are not listed in these tables
Target sequence (O00255 whole entry, looked up): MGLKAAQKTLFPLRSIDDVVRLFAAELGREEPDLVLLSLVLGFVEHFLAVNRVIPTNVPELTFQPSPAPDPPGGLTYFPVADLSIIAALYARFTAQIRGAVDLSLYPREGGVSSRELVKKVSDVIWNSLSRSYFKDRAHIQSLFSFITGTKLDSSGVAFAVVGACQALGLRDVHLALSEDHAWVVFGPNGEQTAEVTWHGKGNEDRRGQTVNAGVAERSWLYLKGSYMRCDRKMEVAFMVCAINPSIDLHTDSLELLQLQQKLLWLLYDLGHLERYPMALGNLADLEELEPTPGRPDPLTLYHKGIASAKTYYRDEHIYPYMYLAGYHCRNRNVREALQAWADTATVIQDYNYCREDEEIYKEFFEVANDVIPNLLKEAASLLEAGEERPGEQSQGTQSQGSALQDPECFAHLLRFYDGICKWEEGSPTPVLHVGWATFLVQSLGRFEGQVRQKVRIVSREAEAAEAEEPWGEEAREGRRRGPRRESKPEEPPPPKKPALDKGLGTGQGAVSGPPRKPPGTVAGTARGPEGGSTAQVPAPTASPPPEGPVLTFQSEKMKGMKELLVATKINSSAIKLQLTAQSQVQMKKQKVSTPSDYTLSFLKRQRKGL
Mito fusion yeast: mitochondrial division inhibition or fusion activation; Potency, µM (titrated, usually from 46.1 µM), for the others: top-dose growth rescue (activation), usual class: activators; 320,000 compounds, 0.23% hits; S. cerevisiae fusion-defective mutant growth rescue, CellTiterGlo 48 h;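 note: potency is the fitted concentration of half-maximal effect; % of control where 0% means no effect; nearly all actives have a fitted effect of over 45% in size; temperature-sensitive fusion mutants such as fzo1-1 at 37 °C on non-fermentable ethanol glycerol medium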
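Yeast fusion mutant, YPEG (non-fermentable carbon), compound, 48 h at 37C non-permissive; CellTiterGlo added, 10 min RT, luminescence read. Rescued growth = division inhibition.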
KCNH2 WT inh: blocks the wildtype human KCNH2 potassium channel; Q12809; U2OS, BacMam KCNH2, thallium flux FluxOr; hits give low values; activity change, % at 1.84 µM; 340,000 compounds, 0.37% hits;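 active = maximum activity change below -70%; inconclusive = maximum activity change between -70% and -50%; inactive = maximum activity change above -50%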; note: % is set by controls: 0 for no effect and ±100 for the full control effect
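U2OS cells were transduced with wild-type KCNH2 virus (2.03 x 10^8 / mL) for 4 h at room temperature, then cultured overnight at 37 C. Thallium flux was read with FluxOr dye. Rate constants were normalized to DMSO controls.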
Eya2 phos inh: blocks the phosphatase activity of human Eya2; O00167; recombinant Eya2, OMFP fluorescence dephosphorylation (OMFP is methylfluorescein phosphate); Potency, µM (top dose mostly 76.9 µM), inactives show at the highest dose activity, negative = inhibition, actives largely listed as inhibitors; 330,000 compounds, 0.006% hits; AID 488837; note: potency is the fitted concentration of half-maximal effect; % is set by controls: 0 for no effect and ±100 for the full control effect
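Eya2 protein (added as 0.2 uM solution) was preincubated with compound for 10 min at ambient temperature in 50 mM HEPES pH 7.5, 50 mM NaCl, 5 uM MgCl2, 0.05% BSA, 1 mM DTT. OMFP (added at 50 uM) then reacted 10 min; fluorescence read at 485/525 nm.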
MBNL1-CUG inh: blocks human MBNL1 binding to CUG repeat RNA; AID 2675; Potency, µM (highest dose often 57.5 µM), for inactives: at the highest dose activity change, negative = inhibition, usual class: inhibitors; 280,000 compounds, 0.036% hits; Q9NR56; TR-FRET MBNL1-His/biotin-(CUG)12 binding, 665/545 ratio; active = well fitted inhibition curve with a large enough effect in the signal ratio, with a control signal flat, not every such curve was filed as active; inconclusive = small, poorly fitted or top-dose-only effect, or effect the other way, or a change in a side signal; inactive = no such curve, though single readings can be large or run the other way; the % refers to the signal ratio; note: potency is the fitted concentration of half-maximal effect; % is set by controls: 0 for no effect and ±100 for the full control effect
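MBNL1-His + Biotin-(CUG)12, cpd titration 92 nM–58 uM; Tb anti-His Ab 0.055 ng/ul, SA-XL665 5 nM (final); 60 min RT; ratiometric 665/545 nm, Ex 340 nm; normalized to buffer and full-complex controls.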
PKM2 activator: activators of human pyruvate kinase M2. P14618. purified PKM2, Kinase-Glo ATP luminescence, activation; response scale: 0% is enzyme alone, no compound. Potency, µM (top dose mostly 57.5 µM), inactives show at the top dose activation, most hits filed as activators. 260,000 compounds, 0.34% hits; note: potency is the fitted concentration of half-maximal effect; % is set by controls: 0 for no effect and ±100 for the full control effect; nearly all actives have a fitted effect of over 55% in size
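ATP formation by purified human PK-M2, quantified via coupled luciferase luminescence after 1 h at room temperature with 0.1 mM ADP and 0.5 mM PEP final.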
USP2a block: USP2a (human) protease inhibition; O75604; USP2 core, Ub-CHOP2 coupled fluorogenic reporter, 485/531; Potency, µM (doses to about 38.3 µM), inactives show at the highest dose activity change, negative = inhibition, actives largely listed as inhibitors; 330,000 compounds, 0.01% hits; AID 463254;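 note: potency is the fitted concentration of half-maximal effect; plate controls were DMSO wells for no effect and full inhibition by NEM control for full effect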
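USP2 core (10nM final) preincubated 30min RT with compound in 20mM Tris-HCl pH 8.0, 2mM CaCl2, 2mM beta-mercaptoethanol, 0.05% CHAPS; 25nM Ub-CHOP2 plus 25nM reporter substrate added, fluorescence (Ex485/Em531) read after 60min.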
Starred values were filed as active, the others as inactive; u = inconclusive; x = no result given; [ ] = remark or other dose. Unless noted, calls come from the whole dose curve; as a rule, active = well fitted curve in the direction sought with a large enough effect; inconclusive = small, poorly fitted or top-dose-only effect, or another doubt; inactive = no such curve, though single readings can be large; an effect the other way counts as inactive or inconclusive. An excerpt; rates above refer to the full screens.

SMILES | S-ASM inh | TSHR antagonist | GALK inh | Chronic BCR inh | Menin MLL FP TR | Mito fusion yeast | KCNH2 WT inh | Eya2 phos inh | MBNL1-CUG inh | PKM2 activator | USP2a block
Cc1cc(OC(C)C(=O)N2CCN(c3ccc(F)cc3)CC2)c2c(C)c(C)c(=O)oc2c1 (stereo not drawn) | u | 26 | 1% | 8% | -11% | 23% | 13 | -3% | -1% | 4%[0.46 µM] | 0%
CCOc1ccccc1NC(=O)NCc1cccnc1 | 0% | -10 | 1% | 4% | 8% | -5% | -1 | -2% | -1% | -2% | 2%
N#CC(c1ccc(Cl)nn1)c1ccc(Cl)cc1Cl (stereo not drawn) | -3% | -19 | -4% | u | -9% | -6% | 6 | -6% | 5% | 0% | 3%
Cc1ccc(CNC(=O)Nc2ccc(F)cc2)n1C | 5% | -7 | 1% | -3% | -12% | 1% | -26 | 1% | 5% | x | 5%
O=C(CCl)Nc1cccc(S(=O)(=O)NC2=NCCCCC2)c1 | -5% | 1 | x | u | x | x | 13 | 2% | x | x | -1%
COCCNc1nc2c(c(=O)n(Cc3cccc(Cl)c3)c(=O)n2C)n1C | 0% | -2 | -2% | 6% | 11% | 22% | 10 | 9% | 3% | x | 2%
CCC1CCCCN1C(=S)NC(=O)c1cccs1 (stereo not drawn) | 4% | -4 | 0% | u | 1% | 1% | -8 | -2% | 1% | -2% | 3%
COc1ccc(N/C=C/C(=O)c2ccc3c(c2)OCO3)cc1OC | 3% | -3 | x | -9% | 13% | -4% | -13 | -6% | u | -1% | -1%
CN(CC(=O)Nc1ccc(N2CCOCC2)cc1)C(=O)CCc1cc(C(C)(C)C)c(O)c(C(C)(C)C)c1 | -4% | 2 | x | -10% | x | 9% | -6 | -20% | x | x | 4%
COc1cc(/C=N/NC(=O)C(=O)NCC2CCCO2)ccc1OCC(=O)N1CCOCC1 (stereo not drawn) | 3% | -1 | 0% | -3% | 0% | -2% | -3 | -1% | 5% | -2% | -1%
COc1ccc(N(CC(=O)NCc2ccc3c(c2)OCO3)C(=O)c2csnn2)cc1 | 0% | 11 | 5% | -1% | x | 2% | 0 | 15% | -7% | x | 3%
CCSc1ccccc1C(=O)NCc1ccco1 | 4% | 11 | 4% | 6% | 2% | -5% | -5 | -3% | -1% | -3% | 0%
Cc1c(Cl)c(C(=O)N2CCCc3ccccc32)nn1C | 0% | 10 | 3% | 1% | 16% | 2% | -2 | -7% | -1% | 10% | -2%
Cc1cc(NC(=O)c2cccc(S(=O)(=O)N3CCCCCC3)c2)no1 | -3% | 13 | 2% | 8% | -9% | -8% | 4 | -7% | -6% | 6% | 5%
CC(=O)c1c(C)[nH]c(C(=O)N2CCc3ccccc3C2)c1C | 3% | -2 | -1% | 8% | -22% | 4% | 0 | -5% | -5% | -5% | -2%
O=C(Nc1ccc2c(c1)oc1ccccc12)c1ccc2c(c1)OCO2 | 0% | -9 | 0% | u | u | -2% | -3 | -8% | 32%[activator] | 2% | 2%
COc1cccc(CN2CCNC(=O)C2CC(=O)NCCN2CCOCC2)c1OC (stereo not drawn) | 5% | -9 | -2% | 0% | x | 5% | 20 | -1% | 3% | -2% | 1%
CCN(CC)S(=O)(=O)c1ccc2c(c1)c(=O)c(C(=O)N1CCc3ccccc3C1)cn2C | 1% | -4 | 0% | -1% | -9% | -4% | -2 | 5% | 10% | 6% | 2%
CCOc1cc(N2CCOCC2)c(OCC)cc1NC(=O)CSc1nnc(N)s1 | 4% | -12 | x | -10% | x | x | 2 | 3% | x | x | -2%
C=CCSc1nnc(NC(=O)C23CC4CC(CC(NC(C)=O)(C4)C2)C3)s1 | -1% | 6 | -8% | 1% | x | 1% | 4 | 0% | -4% | 1% | 2%
COc1cc(/C=N/NS(=O)(=O)c2ccccc2)ccc1OS(=O)(=O)c1ccc(C)cc1 | 2% | 2 | 1% | 0% | u | -2% | 5 | -8% | x | u | 1%
COc1ccc(C2CC(c3ccc([N+](=O)[O-])cc3)=NN2C(C)=O)cc1 (stereo not drawn) | -3% | -7 | x | u | 4% | 2% | -1 | 0% | u | 13µM* | 1%
O=C(NCc1ccccc1)C(Cc1ccccc1)NS(=O)(=O)c1cccc2nsnc12 (stereo not drawn) | 0% | -1 | 0% | u | -2% | 1% | -2 | 3% | u | -5% | 0%

Single entries from above:
Eya2 phos inh with O=C(CCl)Nc1cccc(S(=O)(=O)NC2=NCCCCC2)c1 stands at 2%
USP2a block with CCOc1cc(N2CCOCC2)c(OCC)cc1NC(=O)CSc1nnc(N)s1 stands at -2%
S-ASM inh with C=CCSc1nnc(NC(=O)C23CC4CC(CC(NC(C)=O)(C4)C2)C3)s1 stands at -1%
Menin MLL FP TR with Cc1ccc(CNC(=O)Nc2ccc(F)cc2)n1C stands at -12%

Structures above marked active in PKM2 activator:
| SMILES | S-ASM inh | TSHR antagonist | GALK inh | Menin MLL FP TR | Mito fusion yeast | Eya2 phos inh | PKM2 activator | USP2a block |
| --- | --- | --- | --- | --- | --- | --- | --- | --- |
| COc1ccc(C2CC(c3ccc([N+](=O)[O-])cc3)=NN2C(C)=O)cc1 (stereo not drawn) | -3% | -7 | x | 4% | 2% | 0% | 13µM* | 1% |

An excerpt of these results, as comma-separated lines:
SMILES,S-ASM inh,TSHR antagonist,GALK inh,Chronic BCR inh,Menin MLL FP TR,Mito fusion yeast,KCNH2 WT inh,Eya2 phos inh,MBNL1-CUG inh,PKM2 activator,USP2a block
COc1cc(/C=N/NS(=O)(=O)c2ccccc2)ccc1OS(=O)(=O)c1ccc(C)cc1,2%,2,1%,0%,u,-2%,5,-8%,x,u,1%
C=CCSc1nnc(NC(=O)C23CC4CC(CC(NC(C)=O)(C4)C2)C3)s1,-1%,6,-8%,1%,x,1%,4,0%,-4%,1%,2%

Assay outcomes: PubChem, National Center for Advancing Translational Sciences (NCATS)
